mIAP inh: mouse IAP inhibition; purified mouse IAP, CDP-Star luminescence, 30 min; inhibition, % at 10 µM; 0.2% of 330,000 active; AID 2806;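 active = inhibition of at least 40% at 10 µM in the primary screen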;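 also: plate controls were DMSO with enzyme for no effect and no enzyme wells for full effect; values of inactives mirror those of a sister screen read the other way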
TIM10 inh: TIM10 yeast growth inhibition; S. cerevisiae TIM10 strain growth, BacTiter-Glo luminescence, 24 h; inhibition, % at 10 µM; 1.4% of 330,000 active; AID 463195;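 active = inhibition of 40% or more at the single tested concentration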;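 also: wild-type TIM10 isogenic control strain grown at permissive 25 °C; 0% = DMSO yeast wells and 100% = minimal medium wells without yeast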
beta cell repl: MIN6 beta-cell proliferation induction | MIN6 cells proliferation, ATPlite luminescence, 48 h; cells starved in 0.2% serum; 100% = growth in 10% serum | proliferation, % at 10 µM | 0.29% of 330,000 active | AID 2380;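 active = compounds whose signal lies at least 3.5 SD above the mean of all wells on their plate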;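 also: 0% = DMSO-treated cells in low-serum medium and 100% = 10% serum control; some compounds called inactive have numbers as strong as hits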
APOBEC3A inh: inhibitors of human APOBEC3A DNA deaminase | P31941 | recombinant A3A, FAM/TAMRA ssDNA deamination fluorescence | inhibition, % at 20 µM | 0.41% of 330,000 active | AID 493011;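 active = at least 40% inhibition at 20 µM here, with at most 30% in a related deaminase screen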;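 also: plate controls were A3A with DMSO for no effect and wells lacking A3A enzyme for full effect; some results filed as inactive read as strong as hits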
Target sequence (P31941 whole entry, looked up): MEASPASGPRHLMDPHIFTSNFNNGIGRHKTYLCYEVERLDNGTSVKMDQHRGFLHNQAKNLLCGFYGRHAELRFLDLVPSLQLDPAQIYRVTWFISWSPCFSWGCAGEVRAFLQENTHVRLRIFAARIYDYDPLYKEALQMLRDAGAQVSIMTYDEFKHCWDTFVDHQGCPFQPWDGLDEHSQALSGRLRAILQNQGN
hIAP inh: human IAP inhibition | 0.12% of 330,000 active | P09923 | purified IAP, CDP-Star luminescence, 30 min | inhibition, % at 10 µM;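 active = inhibition reaching a set limit with compound at 10 µM in the primary screen, cut at about 35% in these data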;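 also: plate controls were DMSO wells with enzyme for no effect and no-enzyme buffer wells for full effect; values of inactives mirror those of a sister screen read the other way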
Target sequence (P09923 whole entry, looked up): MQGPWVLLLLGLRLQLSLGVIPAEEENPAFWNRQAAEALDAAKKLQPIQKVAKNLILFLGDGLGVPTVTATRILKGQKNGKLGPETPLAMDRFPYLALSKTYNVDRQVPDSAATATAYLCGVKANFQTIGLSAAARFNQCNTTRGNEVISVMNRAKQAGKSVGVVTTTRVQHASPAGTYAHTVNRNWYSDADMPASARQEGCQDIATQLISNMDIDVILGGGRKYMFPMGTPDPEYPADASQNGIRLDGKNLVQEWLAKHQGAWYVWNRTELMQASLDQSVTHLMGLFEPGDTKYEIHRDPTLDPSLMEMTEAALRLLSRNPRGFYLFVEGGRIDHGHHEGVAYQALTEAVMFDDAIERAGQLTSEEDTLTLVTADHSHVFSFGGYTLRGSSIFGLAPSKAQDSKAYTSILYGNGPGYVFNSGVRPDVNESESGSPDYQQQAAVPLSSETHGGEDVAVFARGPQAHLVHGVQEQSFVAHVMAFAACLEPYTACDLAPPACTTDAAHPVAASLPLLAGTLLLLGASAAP
NLRP3 yeast inh: inhibitors of NALP3 inflammasome in yeast. Yeast reconstituted NLRP3/ASC/caspase-1, beta-gal luminescence, 24 h. inhibition, % at 10 µM. 0.39% of 330,000 active. AID 2825;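 active = inhibition of 50% or more; inactive = inhibition below 50%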;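 also: plate controls were induced DMSO wells for no effect and uninduced yeast grown without galactose for full effect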
tim10-1 inh: inhibits growth of tim10-1 mutant yeast | S. cerevisiae tim10-1 ts strain growth, BacTiter-Glo, 24 h | inhibition, % at 20 µM | 2.2% of 330,000 active | AID 463190;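 active = inhibition of at least 40%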;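 also: mutant grown at 25 °C; 0% = DMSO wells with yeast and 100% = wells holding no yeast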
mIAP act: increases mouse intestinal alkaline phosphatase activity | 0.24% of 330,000 active | activation factor at 10 µM | AID 2805 | muIAP, CDP-Star luminescence, 30 min; active compounds read high; 1 = vehicle-only enzyme signal, 0 = enzyme-free wells;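 active = activation factor of at least 2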; also: the source names both 10 and 20 µM as test concentration; values of inactives mirror those of a sister screen read the other way
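Assay system: mouse IAP enzyme; Reagent: CDP-Star chemiluminescent phosphatase substrate; Compound: DMSO-dissolved test compounds; Incubation: 30 min, room temperature; Technique: luminescence from enzymatic CDP-Star hydrolysis; Controls: DMSO-only wells and no-enzyme negative control.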
A3G deaminase: inhibitors of human APOBEC3G DNA deaminase; Q9HC16; recombinant A3G, ssDNA deamination FAM/TAMRA fluorescence; inhibition, % at 20 µM; 0.28% of 330,000 active; AID 493012;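 active = inhibition of at least 40% at 20 µM, with no more than 30% in the related APOBEC3A deaminase screen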;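 also: plate controls were DMSO wells with A3G for no effect and wells lacking A3G enzyme for full effect; some compounds called inactive have numbers as strong as hits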
Target sequence (Q9HC16 whole entry, looked up): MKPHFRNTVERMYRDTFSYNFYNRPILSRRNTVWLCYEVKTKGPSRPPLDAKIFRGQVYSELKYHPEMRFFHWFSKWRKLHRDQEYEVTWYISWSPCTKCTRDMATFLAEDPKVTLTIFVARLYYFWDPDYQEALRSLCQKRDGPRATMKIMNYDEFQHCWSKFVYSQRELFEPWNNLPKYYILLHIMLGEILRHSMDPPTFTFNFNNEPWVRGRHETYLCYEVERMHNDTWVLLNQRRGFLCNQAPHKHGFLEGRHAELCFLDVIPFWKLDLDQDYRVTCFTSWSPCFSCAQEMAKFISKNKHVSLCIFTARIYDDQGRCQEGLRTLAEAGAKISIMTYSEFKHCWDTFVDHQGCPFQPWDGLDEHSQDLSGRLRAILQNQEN
* = called active by the depositor.

The line under a structure holds: mIAP inh, TIM10 inh, beta cell repl, APOBEC3A inh, hIAP inh, NLRP3 yeast inh, tim10-1 inh, mIAP act, A3G deaminase
> CCOC(=O)[C@@H]1[C@H]2COc3cc(OC)ccc3[C@H]2N2C(=O)N(c3ccc(F)cc3)C(=O)[C@@]12C
  4.1, 5.6, 0.7, -2.2, -4.3, 7.8, 2.2, 0.959, -4.5
> Cc1cc(=O)oc2cc(Oc3ccc(C(N)=O)cc3[N+](=O)[O-])ccc12
  -5.2, -0.2, -1.0, 10.5, -2.4, 0.1, 10.6, 1.05, 2.6
> CCOC(=O)N1CCN(S(=O)(=O)c2cc(Br)cnc2N)CC1
  4.8, -8.5, -4.0, -3.6, -6.5, 15.6, -1.6, 0.952, -10.2
> COc1cccc(CNC(=O)CSc2cc(=O)n(C)c3ccccc23)c1
  7.2, -11.9, -0.4, 0.2, -18.0, -5.5, 11.3, 0.928, -3.2
> COc1ccc(CCC(=O)N2CCN(c3ccccc3)CC2)cc1OC
  3.6, 4.4, -0.6, -3.3, -22.9, -0.1, -8.3, 0.964, -8.2
> Cc1cc(C(=O)Nc2ccc(S(=O)(=O)Nc3nccs3)cc2)c(C)o1
  4.5, -5.0, -0.5, 3.2, 6.6, 7.8, 4.9, 0.955, -7.5
> Cc1ccc(C(=O)CCC(=O)NC2=NCCS2)cc1
  4.7, 4.9, -3.7, -0.8, 5.0, 15.5, 8.8, 0.953, 0.3
> CC(C)[C@H](NC(=O)N1CCn2c1nc1ccccc12)C(=O)NCc1ccccc1Cl
  -1.3, 9.1, 3.7, -5.0, -22.5, 8.9, 23.1, 1.01, -4.1
> CCc1ccc(-c2nc(CN3CCC(C(=O)NCc4ccccc4OC)CC3)c(C)o2)cc1
  -41.0, 19.0, -6.0, -2.0, -0.4, 15.2, 9.8, 1.41, -6.5
> COC(C[C@@H](O)[C@H](C)[C@H](O)COCc1ccccc1)OC
  -10.9, -5.2, 3.2, 0.5, 2.3, 4.0, 3.2, 1.11, 15.8
> COc1ccc(C(=O)COC(=O)c2cncc(Br)c2)cc1
  6.1, 14.8, -0.2, -2.4, 10.2, 8.4, -14.8, 0.939, -5.8
> CC(=O)c1sc(NC(=O)c2cnc(Cl)c(Cl)c2)nc1C
  12.3, 10.3, -2.5, 2.5, 16.2, 22.6, -21.3, 0.877, -6.3
> CCOc1ccc(Oc2nc(N(CC)CC)nc(N3CCOCC3)n2)nn1
  -7.3, -23.1, 2.5, -6.6, -5.3, -2.4, -35.9, 1.07, -0.5
> COc1ccc(C(c2sc3nc(C)nn3c2O)N2CCN(Cc3ccccc3)CC2)cc1OC (stereo not given)
  7.7, 3.9, 5.2, -1.1, 3.8, 25.5, -3.7, 0.923, -7.2
> CCN1C(=O)c2cccc3c(S(=O)(=O)Nc4ccc(O)c(C(=O)O)c4)ccc1c23
  2.5, 0.6, -3.6, 0.9, 6.6, 11.6, -6.2, 0.975, -3.0
> O=C(OCC(=O)N1CCOCC1)c1cnc(Cl)c(Cl)c1
  12.8, 2.2, -2.5, -0.7, -0.7, 12.6, -4.1, 0.872, -0.7
> COc1ccc(O)c(C(=O)c2cc(C#N)c(=O)n(Cc3ccccc3)c2)c1
  2.6, 9.2, 3.3, -9.4, 12.0, 12.6, 10.3, 0.974, -10.7
> O=[n+]1c2c(n([O-])c3ccccc31)CCC2
  -10.8, -2.4, -3.6, 5.9, -7.8, 18.4, 13.5, 1.11, 4.7
> CC(NC(=O)c1ccc2nc[nH]c2c1)c1ccccc1 (stereo not given)
  4.4, -11.3, 1.1, -0.4, -138.6, 5.1, 10.2, 0.956, -2.1
> CCOc1ccc(N(C(=O)CNC(=O)c2cccs2)C(C(=O)NCC2CCCO2)c2ccc(OC)c(OC)c2)cc1 (stereo not given)
  0.7, 6.9, -1.0, -3.9, 10.7, 13.6, 3.9, 0.993, -6.6
> Cc1cc(C)nc(NC(N)=NCCc2c[nH]c3ccccc23)n1
  -10.5, -0.7, -0.6, 1.2, -26.8, 17.6, 8.3, 1.1, 1.1
> COc1cc(OC)c(NC(=O)CCCn2c(=O)oc3ccccc32)cc1Cl
  -18.5, 12.4, 0.7, -6.8, -17.1, 12.4, 16.1, 1.19, -5.3
> COc1ccc(CC(=O)NNC(=S)NC(=O)c2cccnc2)cc1
  20.3, 17.3, 0.0, 1.2, -9.6, 17.3, 8.4, 0.797, 32.0
> CC1Cc2cc(/C(O)=C3\C(=O)C(=O)N(CCN(C)C)C3c3ccccc3F)ccc2O1 (stereo not given)
  -0.3, -4.4, 5.2, -4.2, -6.3, -3.7, 12.5, 1, -3.5
> COc1ccc2cc(N=Cc3nc(-c4ccc(C)cc4)oc3O)cnc2c1
  1.7, -7.3, -5.0, -8.2, 10.1, -4.4, -49.6, 0.983, -12.1
> O=C(O)CNc1ncccc1[N+](=O)[O-]
  -5.9, -0.7, -3.3, 0.9, 1.3, 17.0, -4.4, 1.06, -2.4
> Cc1cc(C)n(CCC(=O)N/N=C/c2ccc(Br)c([N+](=O)[O-])c2)n1
  6.4, -2.0, -1.8, -1.9, -11.4, 2.2, 1.9, 0.936, -1.6
> O=c1oc2cc(OCc3c(F)cccc3Cl)ccc2cc1-c1ccccn1
  0.8, -29.2, -3.2, -3.8, 0.6, -15.5, -39.7, 0.992, -7.1
> Cc1ccc(CNC(=O)C2CCCN(S(=O)(=O)N3CC(C)CC(C)C3)C2)cc1 (stereo not given)
  -5.2, 12.8, -3.5, -7.0, 8.2, 10.6, 25.8, 1.05, -5.3
> COc1ccc(N(CC(=O)NCCC2=CCCCC2)S(C)(=O)=O)cc1OC
  -1.9, 3.9, -2.4, -2.3, 0.9, 2.1, 8.5, 1.02, -6.2
> COC(=O)C1(Cc2cc(-c3ccccc3)no2)CCN(C(=O)OC(C)(C)C)CC1
  4.4, 20.8, -2.3, 1.6, 5.4, 4.5, 43.2*, 0.956, -1.0
> COc1ccc(CN(C)C(C)C(=O)Nc2cccc3ccccc23)cc1 (stereo not given)
  10.0, 10.2, 0.4, 0.4, -3.7, 17.4, -1.2, 0.9, -3.5
> CN(C)C=Nc1ccc2nn(-c3ccccc3)nc2c1
  -4.5, 12.4, -3.8, 2.7, -3.4, 13.8, 19.0, 1.04, 1.0
> CCOC(=O)C1CCN(C(=O)c2ccc(N3CCOCC3)c([N+](=O)[O-])c2)CC1
  16.1, 4.7, -3.9, -0.5, -3.3, 23.3, 5.6, 0.839, 0.7
> O=c1nc(N/N=C/C=C/c2ccccc2)cn[nH]1
  -8.6, 16.4, -0.3, 2.7, -36.0, 22.3, 15.0, 1.09, -0.5
> COc1cc(S(=O)(=O)N2CCCCCC2)c(OC)cc1Br
  2.0, 18.0, -3.1, 2.4, -5.0, 22.2, 36.7, 0.98, 1.8
> O=C(CCNS(=O)(=O)c1cccc2nsnc12)NCc1ccccc1Cl
  -2.3, -1.9, -2.6, -0.4, -0.9, 3.9, -1.8, 1.02, -3.1
> CC(C)(C)NCc1cc(Cl)ccc1OCc1cccs1
  4.2, -0.6, -4.6, 4.0, -14.3, 3.0, -3.7, 0.958, 1.8
> CC(C(=O)Nc1ccc(S(=O)(=O)N2CCOCC2)cc1)N1C(=O)C2CC=CCC2C1=O (stereo not given)
  -3.4, -2.9, 0.4, 10.9, -23.3, -10.6, 15.5, 1.03, -6.7
> O=C(Nc1ccc(N2CCCC2)cc1)c1ccc(Cl)cc1Cl
  -10.3, -15.9, 0.9, -0.7, 0.8, 8.9, 4.4, 1.1, 0.3
> O=C(CC1C(=O)NCCN1Cc1ccc(Cl)c(F)c1)NC1CCCCC1 (stereo not given)
  2.8, 8.1, -3.0, -3.9, -10.0, 3.7, 4.8, 0.972, -6.0
> O=C(CN1C(=O)CC(c2ccco2)Sc2ccccc21)Nc1ccccc1F (stereo not given)
  -5.5, -32.7, -0.1, 3.9, 8.4, 18.5, 9.4, 1.05, -4.5
> O=C(NCc1n[nH]c(=S)n1-c1ccc(F)cc1)c1ccco1
  -4.2, -17.1, 0.5, -5.0, -11.5, 18.9, -1.8, 1.04, 0.8
> Cc1ccc(C2=N/C(=C\c3ccc(OS(=O)(=O)c4ccc(C)cc4)cc3)C(=O)O2)cc1
  -3.2, -5.5, -6.2, -5.9, 9.9, -5.6, -6.1, 1.03, -10.6
> CC(=O)NC(=O)c1cnn(-c2ccccc2)c1N
  2.2, 3.7, -1.1, -1.0, 6.5, 1.0, -1.8, 0.978, -10.8
> Cn1nc(OCc2ccccc2)ccc1=O
  2.0, -5.5, 1.7, 2.2, -7.3, -0.1, -1.4, 0.98, 0.9
> COc1ccc(Nc2nnc(SCC(=O)c3cc4ccccc4o3)s2)cc1
  25.7, -8.1, -1.9, 1.0, 10.5, -0.4, 16.4, 0.743, -7.7
> Cc1cccc(OCCCC(=O)Nc2ccc(S(N)(=O)=O)cc2)c1
  4.5, 15.6, -2.1, -1.5, -9.7, -6.7, 0.4, 0.955, -5.0
> Cn1c(=O)c2c(nc(N/N=C/c3ccco3)n2C)n(C)c1=O
  5.5, -13.8, 0.9, 5.2, -35.3, 6.2, -9.1, 0.945, -4.8
> Cc1ccc(N2C(=O)C3CCCN3C2=S)cc1 (stereo not given)
  4.4, -10.4, 4.8, -2.2, 13.6, 9.2, -11.2, 0.956, -8.2
> COc1cccc(C(=O)N(Cc2nc(-c3ccc(C)cc3)no2)C(C)C)c1
  3.0, 17.5, -2.5, -7.8, -2.3, 9.7, 35.4, 0.97, -10.8
> Cc1ccn2cc(-c3ccc(NC(=O)c4ccco4)cc3)nc2c1
  -1.9, 31.6, -3.2, -2.0, -5.5, 48.3, -37.5, 1.02, 0.5
> Cc1cccc(Nc2nnc(-c3ccc(N4CCOCC4)c([N+](=O)[O-])c3)c3ccccc23)c1
  5.9, 23.5, -6.1, -3.9, -23.7, 6.7, 20.0, 0.941, 0.1
> O=C(N/N=C/c1ccccn1)c1cccc([N+](=O)[O-])c1
  12.7, 12.0, 2.6, -1.3, -24.2, 19.3, 9.7, 0.873, -4.9
> O=C(COc1ccc2c3c(c(=O)oc2c1)CCC3)Nc1ccccn1
  -8.1, -35.0, -1.1, 1.0, -7.4, 1.4, -14.9, 1.08, 0.3
> O=C(CCCN1C(=O)/C(=C/c2ccccc2)SC1=S)NCCCn1ccnc1
  10.9, -2.2, -0.4, -2.5, 6.8, 8.2, 17.2, 0.891, -2.8
> COC(=O)[C@]1(Cc2ccccc2)N[C@H](CN(C)C(=O)Nc2ccccc2)[C@@H]2C(=O)N(C)C(=O)[C@@H]21
  6.7, 8.7, 1.4, -0.8, -4.1, 0.4, -10.3, 0.933, -3.2
> COc1ccc(N2CC(C(=O)NNC(=O)c3ccc(Br)cc3)CC2=O)c(OC)c1 (stereo not given)
  9.4, 8.4, 0.0, -1.0, -22.3, 19.7, 0.7, 0.906, -9.0
> CCN1CCN(C(=O)c2ccc(Cl)c(S(=O)(=O)N3CCCCCC3)c2)CC1
  5.1, -5.4, -1.1, 0.7, -7.4, 10.8, 5.6, 0.949, -10.1
> CCC(CC)c1nnc(NC(=O)c2cc([N+](=O)[O-])ccc2N2CCOCC2)s1
  8.2, -4.7, -3.1, -0.6, 14.9, 20.0, -13.4, 0.918, -4.7
> COc1ccc(N(CC(=O)NC(C)C)C(=O)CCC(=O)Nc2ccccn2)cc1
  1.8, -5.5, -1.6, -3.6, -13.9, 11.2, -16.3, 0.982, -3.8
> Cc1cc(C)c2nc(NC(=O)c3ccc4c(=O)n5c(nc4c3)CCCCC5)sc2c1
  8.2, -8.5, -3.5, -0.5, -5.3, 0.4, 8.4, 0.918, -6.6
> COc1ccccc1C1=NNC(=Nc2cccc(S(=O)(=O)N(C)C)c2)SC1
  -2.1, 18.9, -6.3, 11.5, -10.9, 15.5, 17.2, 1.02, -12.2

High-throughput results (PubChem BioAssay)

The order is random. About 4.6% of those tested had a hit in this group.
